# GSTO1 inh – inhibitors of recombinant GSTO1, primary screen, counter-screen for RBBP9 inhibitor project, biochemical, fluorescence polarization | Glutathione S-transferase omega-1 (Homo sapiens), P78417 | activity-based probe fluorescence polarization | inhibition, % at 5.96 µM | hit rate 1.1% among 300,000 | AID 1974, 2009;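 active means inhibition above the campaign mean inhibition plus 3 SD, cut at about 35% in these data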;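 further: 0% = GSTO1-1 with DMSO and 100% = wells lacking GSTO1-1 enzyme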
# PAD4 FP inh – human PAD4 inhibitors, primary screen, biochemical, fluorescence polarization, 1536-well format | hit rate 0.41% among 330,000 | inhibition, % at 6.36 µM | Protein-arginine deiminase type-4 (Homo sapiens), Q9UM07 | recombinant PAD4, RCA probe fluorescence polarization;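 active means percent inhibition above a cutoff equal to the mean of all tested compounds plus 3 SD, cut at about 15% in these data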;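 further: 0% = PAD4 with RCA probe and DMSO and 100% = probe without PAD4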
# Target sequence (Q9UM07 whole entry, looked up): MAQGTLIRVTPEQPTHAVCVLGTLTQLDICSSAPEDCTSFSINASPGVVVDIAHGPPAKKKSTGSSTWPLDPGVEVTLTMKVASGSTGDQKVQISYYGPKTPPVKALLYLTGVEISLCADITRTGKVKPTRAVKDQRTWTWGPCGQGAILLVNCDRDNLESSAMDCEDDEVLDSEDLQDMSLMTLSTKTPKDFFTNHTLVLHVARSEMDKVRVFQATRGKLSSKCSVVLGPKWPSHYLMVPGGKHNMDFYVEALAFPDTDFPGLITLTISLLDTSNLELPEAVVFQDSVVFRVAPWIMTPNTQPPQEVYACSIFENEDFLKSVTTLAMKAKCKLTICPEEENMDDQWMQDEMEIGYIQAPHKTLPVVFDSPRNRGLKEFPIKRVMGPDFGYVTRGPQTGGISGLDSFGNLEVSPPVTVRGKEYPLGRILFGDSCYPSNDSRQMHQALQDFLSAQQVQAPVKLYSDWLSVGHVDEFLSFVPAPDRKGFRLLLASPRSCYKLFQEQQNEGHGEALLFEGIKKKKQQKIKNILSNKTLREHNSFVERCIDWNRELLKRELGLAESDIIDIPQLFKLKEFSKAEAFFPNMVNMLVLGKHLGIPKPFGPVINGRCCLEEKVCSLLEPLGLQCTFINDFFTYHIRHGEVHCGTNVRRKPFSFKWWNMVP
# PAFAH1B3 FP inh – PAFAH1B3 enzyme inhibitors, primary screen, biochemical, fluorescence polarization, human | Platelet-activating factor acetylhydrolase IB subunit alpha1 (Homo sapiens), Q15102 | recombinant PAFAH1B3, FP-rhodamine probe | inhibition, % at 3.39 µM | hit rate 0.28% among 340,000 | AID 492972, 2010;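 active means inhibition above the screen-wide average of all tested compounds plus 3 SD, cut at about 25% in these data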;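 further: 0% = enzyme with DMSO only and 100% = wells lacking PAFAH1B3 protein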
# pPAFAH inh – pPAFAH enzyme inhibitors, primary screen, biochemical, fluorescence polarization, human | Platelet-activating factor acetylhydrolase (Homo sapiens), Q13093 | recombinant pPAFAH, FP-rhodamine probe fluorescence polarization | inhibition, % at 3.39 µM | hit rate 1.5% among 330,000 | AID 463082, 2010;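 active means inhibition above the mean inhibition across the screen plus 3 SD, cut at about 25% in these data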;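 further: inhibitors block binding of the rhodamine activity-based probe so polarization drops; 0% = enzyme with DMSO and 100% = wells lacking pPAFAH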
# PAFAH2 inh – PAFAH2 enzyme inhibitors, primary screen, biochemical, fluorescence polarization, human; recombinant PAFAH2, FP-rhodamine activity probe; inhibition, % at 3.39 µM; hit rate 0.99% among 340,000;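 active means inhibition above the mean over all tested compounds plus 3 SD, cut at about 30% in these data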;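 further: inhibitors block probe labeling of enzyme so polarization drops; 0% = enzyme with DMSO and 100% = wells lacking PAFAH2 protein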
# LYPLA1 counter – LYPLA1 inhibitors, primary screen, counter-screen for PME1 inhibitor project, biochemical, fluorescence polarization, FP-Rh probe ABPP; Acyl-protein thioesterase 1 (Homo sapiens), O75608; recombinant LYPLA1; inhibition, % at 5.9 µM; hit rate 0.16% among 320,000; AID 2174, 2009;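 active means inhibition above the mean of all tested compounds plus 3 SD, set per campaign, cut at about 14% in these data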;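 further: inhibitors block serine hydrolase probe labeling of LYPLA1 so polarization falls; 0% = enzyme with DMSO and 100% = wells lacking LYPLA1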
# Target sequence (O75608 whole entry, looked up): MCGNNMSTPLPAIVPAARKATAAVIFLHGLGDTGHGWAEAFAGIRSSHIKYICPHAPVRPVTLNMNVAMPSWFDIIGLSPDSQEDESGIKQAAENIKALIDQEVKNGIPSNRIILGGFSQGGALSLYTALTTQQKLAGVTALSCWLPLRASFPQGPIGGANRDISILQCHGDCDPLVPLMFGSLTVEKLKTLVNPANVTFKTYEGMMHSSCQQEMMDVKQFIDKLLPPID
# Fam108B inh – mouse Fam108B serine hydrolase inhibitors, primary screen, counter-screen for RBBP9 inhibitor project, biochemical, fluorescence polarization; recombinant Fam108B, FP-Rh probe fluorescence polarization; inhibition, % at 9.51 µM; hit rate 0.33% among 300,000;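 active means inhibition above the screen mean inhibition plus 3 SD, computed separately per campaign, cut at about 18% in these data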;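 further: inhibitors lower polarization as less probe binds the enzyme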
# PME-1 primary – PME-1 inhibitors via competitive probe labeling, primary screen, biochemical, fluorescence polarization, FP-Rh probe, HTS | recombinant PME-1 | inhibition, % at 5.9 µM | hit rate 0.53% among 320,000 | AID 2130, 2009;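 active means inhibition above the campaign mean of all compounds plus 3 SD, cut at about 26% in these data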;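 further: competitive labeling of PME-1 active site by serine hydrolase directed probe; 0% = PME-1 with DMSO and 100% = wells lacking PME-1 enzyme; inhibitors block probe labeling so polarization falls and inhibition rises; many of its hits are not listed in these tables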
# PAFAH1B2 inh – PAFAH1B2 enzyme inhibitors, primary screen, biochemical, fluorescence polarization, human | recombinant PAFAH1B2, FP-rhodamine activity probe | inhibition, % at 3.39 µM | hit rate 1.2% among 340,000;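 active means inhibition above the mean of all tested compounds plus 3 SD, cut at about 24% in these data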;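 further: 0% = enzyme with DMSO and 100% = wells lacking PAFAH1B2; many of its hits are not listed in these tables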
# * hit, by the source's call; · = not tested or not shown.
SMILES,GSTO1 inh,PAD4 FP inh,PAFAH1B3 FP inh,pPAFAH inh,PAFAH2 inh,LYPLA1 counter,Fam108B inh,PME-1 primary,PAFAH1B2 inh
CCC(C)NC(=S)N(CCc1ccccc1)Cc1cc2cc(OC)c(OC)cc2[nH]c1=O (stereo not drawn),-12,-1,0,4,0,-8,2,8,0
Cc1ccc(C)c(NC(=O)Cn2c(=O)n(-c3ccc(CC(=O)NCC4CCCO4)cc3)c(=O)c3ccccc32)c1 (stereo not drawn),-2,-4,·,4,·,3,-3,2,·
NNc1nc(-c2ccccc2)c2cc(Br)ccc2n1,0,0,5,1,-4,-4,-5,10,1
COc1cc(C)nc(OCCNC(=O)COc2ccc(Cl)cc2C)n1,-1,6,1,3,-5,-1,2,7,2
CC(C)N(C)C(=O)c1ccc(OC2CCN(CCc3ccccc3)CC2)cc1,-1,-3,-4,-2,6,4,5,3,6
CCCN1CCC(NC(=O)Nc2ccc(F)cc2F)CC1,4,-2,0,3,2,-2,0,-6,-2
CC(C)(C)C(=O)Nc1ccc(Oc2ccc3c(c2)C(=O)N(c2ccc(O)cc2)C3=O)cc1,6,-1,-1,-4,-10,-4,-14,-12,-2
Cc1ccc(CN=C2NC(=O)C(CC(=O)NCCc3ccccc3)S2)cc1 (stereo not drawn),-7,0,-1,11,0,-1,4,4,42*
Cc1cnc(C(=O)Nc2cccc3ncccc23)cn1,-5,1,-2,0,8,0,-3,-5,-3
CC1CCN(c2c(NCC3CCC(C(=O)N4CCCCC4)CC3)c(=O)c2=O)CC1 (stereo not drawn),32,2,16,-5,-2,3,-2,-2,-1
Cc1cc(-n2c(C)cc(C(=O)CSc3nc(N)cc(=O)[nH]3)c2C)no1,2,-8,-1,15,-4,-4,2,-3,-5
COc1ccc(OCC(=O)N2CCOCC2)cc1,-1,1,-2,-1,1,0,-4,3,1
COc1ccc(C(=O)CSc2nc3c(c(=O)n(C)c(=O)n3C)n2C)cc1,0,5,·,-4,·,-2,11,-1,·
CC1=C(n2nnc([N+](=O)[O-])n2)C(c2cccnc2)C(C#N)=C(N)O1 (stereo not drawn),5,-5,4,4,7,-1,0,3,-2
CCOc1ccc(C(C)=O)cc1CN1C(=O)NC2(CCCCC2C)C1=O (stereo not drawn),3,6,9,4,-7,2,6,0,2
Cc1cccc(-n2nnnc2SC(C)C(=O)NCCC2=CCCCC2)c1 (stereo not drawn),-1,3,6,2,6,4,-1,-1,4
COCCCNC(=O)CSc1nc2cc(C(=O)NCCOC)ccc2c(=O)n1Cc1ccc2c(c1)OCO2,1,-4,12,4,3,-1,-4,-10,0
Cc1ccc(/C=N/NC(=O)CNC(=O)c2ccc(C)c([N+](=O)[O-])c2)o1,0,-2,-1,-1,6,2,-2,-1,5
Cc1cc(C)n2nc(SCc3cc(=O)oc4ccc5ccccc5c34)nc2n1,6,-4,10,6,15,-1,1,2,0
COc1ccc(CCNC(=O)CCNC(=O)N2CC(=O)Nc3ccccc32)cc1OC,7,6,10,-2,-3,-2,3,3,0
Oc1cccc2ccc(/C=C/c3ccccc3Br)nc12,9,-7,0,-4,3,-3,-1,-3,2
Cc1[nH]c2ccccc2c1C1=CN2CCS(=O)(=O)N=C2S1,5,-1,10,0,1,-3,0,4,-1
CCCCNC(=S)Nc1ccc2nc(N3CCN(CC)CC3)cc(C)c2c1,0,-4,8,2,3,0,-1,1,-1
NC(=O)c1ccc[n+](CC(=O)c2ccc(F)cc2)c1,7,-1,10,0,-1,-1,-4,-5,0
Cc1nn(CC(O)Cn2c3c(c4ccccc42)CCN(C)C3=O)c(C)c1Br (stereo not drawn),-4,-3,7,6,10,-4,3,5,6
Cn1c(SCC(=O)N2CCCC2=O)nnc1-c1ccccc1F,12,-2,10,0,-1,4,-1,-3,0
COc1ccc(C2CC(c3ccc4ccccc4c3)=NN2C(=O)CN2C(=O)CCC2=O)cc1 (stereo not drawn),2,-3,-2,12,-10,-5,0,-2,-2
Cc1ccc(NC(=O)COc2ccccc2)c(NC(=O)c2ccco2)c1,1,-1,2,-1,2,0,2,-1,3
COC(=O)CC/C(O)=C1\C(=O)CC(C)(C)CC1=NCCc1nc2ccccc2[nH]1,8,-1,0,-8,-9,-2,4,-8,3
CCc1cccc(C)c1NC(=O)CN1C(=O)c2ccccc2S1(=O)=O,11,2,1,4,4,0,4,-1,-1
CCn1cc(CN2CCCC(CO)(Cc3cccc(Cl)c3)C2)cn1 (stereo not drawn),2,1,-5,3,-7,3,4,3,-3
COc1ccc(C)cc1NC(=O)c1ccc(S(=O)(=O)N2CCOCC2)cc1,2,-4,-3,2,-2,0,-1,0,-1
COc1ccc(/C=C/C(=O)Nc2c(C(=O)O)[nH]c3ccccc23)cc1OC,3,-3,5,6,-4,-3,-2,12,1
CCCC(C)c1nnc(NC(=O)CCS(=O)(=O)Cc2ccccc2)s1 (stereo not drawn),-2,0,10,3,-2,-4,-1,-2,4
COC(=O)CCC(=O)OC1(C)C(=O)C=C2C=C(C3CC3)N(CCN3CCOCC3)C=C2C1=O (stereo not drawn),29,-2,13,7,-2,0,0,0,-3
COc1ccccc1C(=O)N/C(=C\c1cn(S(=O)(=O)N(C)C)c2ccccc12)C(=O)N1CCOCC1,-5,-4,3,4,0,-2,1,-3,3
COc1cccc(C2c3[nH]c4ccccc4c3CCN2CCCn2cccn2)c1 (stereo not drawn),8,0,6,5,10,1,1,-1,4
Cc1ccc(-c2n[nH]c(=S)n2-c2ccccc2)cc1,-10,4,8,2,-7,0,1,1,11
COc1ccc(CCC(=O)Nc2ccc(S(=O)(=O)Nc3nccc(C)n3)cc2)cc1,-5,0,-1,13,3,-3,-2,-8,5
COc1cc(-c2noc(C)c2C(=O)NCC[C@@H]2CCCN2C)cc(OC)c1OC,·,1,7,1,2,·,·,·,7
O=C(Oc1c(Cl)cc(Cl)c2ccccc12)N1CCCC1,-9,-4,8,8,-2,-1,3,3,4
C=CCOC(=O)C1=C[C@H](C2CCCCC2)C[C@H](OCc2ccc(CO)cc2)O1,2,2,0,10,-6,2,0,-5,-2
COc1ccc(Cl)cc1NC(=O)NCc1ccccn1,0,7,7,4,-1,4,0,2,0
N=c1c(C(=O)NCC2CCCO2)cc2c(=O)n3ccccc3nc2n1C1CCCCC1 (stereo not drawn),2,-2,6,3,-4,-3,0,4,2
CCCS(=O)(=O)N1CCC(C(=O)N2CCc3ccccc3C2)CC1,5,-5,7,-2,7,1,-4,2,4
COC(=O)C(NC(C)=O)(Nc1nc2ccc(S(C)(=O)=O)cc2s1)C(F)(F)F (stereo not drawn),-2,2,0,7,2,-1,0,0,1
O=C(N/N=C/c1c(Nc2cccc(C(F)(F)F)c2)nc2ccccn2c1=O)c1ccccc1[N+](=O)[O-],6,-3,6,2,-3,3,-2,1,2
C=CCN1C(=O)c2ccc(C(=O)N(C)CC(=O)Nc3c(C)cccc3C)cc2C1=O,2,-5,-3,1,-8,-2,2,3,-1

# Of the compounds above, these contain a furan ring, fused or not:
SMILES,GSTO1 inh,PAD4 FP inh,PAFAH1B3 FP inh,pPAFAH inh,PAFAH2 inh,LYPLA1 counter,Fam108B inh,PME-1 primary,PAFAH1B2 inh
Cc1ccc(/C=N/NC(=O)CNC(=O)c2ccc(C)c([N+](=O)[O-])c2)o1,0,-2,-1,-1,6,2,-2,-1,5
Cc1ccc(NC(=O)COc2ccccc2)c(NC(=O)c2ccco2)c1,1,-1,2,-1,2,0,2,-1,3

# Going on with the list.
SMILES,GSTO1 inh,PAD4 FP inh,PAFAH1B3 FP inh,pPAFAH inh,PAFAH2 inh,LYPLA1 counter,Fam108B inh,PME-1 primary,PAFAH1B2 inh
Cc1cc(Sc2ccc([N+](=O)[O-])cn2)ccc1Br,-1,-4,9,0,4,3,-2,-5,5
CC(C)CNC(=O)/C=C/c1cccs1,-2,-3,-2,7,-9,0,4,-1,5
CCOc1ccc(CC(=O)Nc2nccs2)cc1OCC,7,-5,-2,-6,5,4,-5,-8,1
Cc1cc(NC(=O)CCC(=O)N(CC(=O)NC2CCCC2)c2ccc(C)c(F)c2)no1,3,3,1,4,13,6,4,1,1
COc1ccc2c(CC(=O)NCc3ccc4c(c3)OCO4)coc2c1,16,-4,-13,32*,-1,1,-3,-7,3
O=C(c1ccc(C(F)(F)F)cc1)C1CCCN(C(=O)c2cnccn2)C1 (stereo not drawn),1,-2,-2,2,0,2,1,-1,-2
CC(=O)Cc1cc2cc([N+](=O)[O-])ccc2oc1=O,-2,-3,·,-3,·,0,0,1,·
O=C(CN1CCN(c2ncccn2)CC1)Nc1ccccc1C(F)(F)F,9,-1,13,0,3,1,2,3,-4
N=C1S/C(=C\c2ccccc2)C(=O)N1c1ccc(F)cc1,0,-5,5,-6,-5,1,-2,1,0
CCOc1cc(-c2nnc(NC(=O)c3ccco3)o2)cc(OCC)c1OCC,2,-4,-3,2,-12,-1,4,8,3
COc1ccc(NC(=O)N2CCCCC2)cc1,2,-2,1,2,-4,-1,0,-1,0
CC1=C(C(=O)Nc2ccccc2C(=O)N2CCCCC2)SCCO1,-4,-6,7,2,-1,0,-3,-6,5
Cc1cc(C)n(CC(O)Cn2c3ccccc3c3ccccc32)c(=O)n1 (stereo not drawn),0,1,4,7,-1,0,-5,0,2
CCOC(=O)c1sc(NC(=S)NC(=O)CC(C)C)cc1C,-1,-1,3,-6,-8,-4,-5,-11,5
CC(C)Cn1c(=O)c2c(nc3n2CCCN3CCc2ccccc2)n(C)c1=O,-3,-2,-2,3,-5,1,10,-1,-3
CCCCN(C)CCC(=O)Nc1ccc(F)c(F)c1,11,0,4,3,2,1,2,-1,-1
CON(C)c1nc(C2CCCCC2)c2cc(C)ccc2n1,-1,-2,2,3,8,2,-1,-1,0
Cc1cc2nc(/C=C/c3nc4cc(C)c(C)cc4[nH]3)[nH]c2cc1C,3,-6,7,-3,-10,-9,3,3,-3
CC1(NC(=O)Cc2c(Cl)cccc2Cl)CCS(=O)(=O)C1 (stereo not drawn),·,-1,3,2,-1,-1,·,0,1
COCCn1ccc2c(OCC(=O)Nc3cc(OC)ccc3OC)cccc2c1=O,-17,0,-1,0,2,1,-5,-78,-2
O=[N+]([O-])c1ccc(-c2csc(N/N=C/c3cccnc3)n2)cc1,1,5,10,3,-2,-2,3,6,7
COCCNC(=O)c1onc(CSc2ccc(C)c(C)c2)c1C(=O)O,1,1,-2,4,4,-1,4,-7,2
CN1CCN(CC(=O)Nc2ccccc2Sc2ccccc2)CC1,4,-2,-3,2,6,-2,4,1,1
CC(=O)c1sc2c(c1N)c(=O)[nH]c(=O)n2-c1ccccc1,8,2,0,4,-3,3,0,8,0
O=C(CSc1cccs1)Nc1cccc2ccccc12,0,1,-1,-2,7,-1,2,-7,4
COc1ccc(Cl)c2c1[nH]c1nc(SCc3cccnc3)nnc12,2,1,4,-3,-3,-2,0,-6,2

# High-throughput results as filed in PubChem BioAssay.

# This is a subset, so the mix of outcomes need not match the whole.
